Assay outcomes as filed in PubChem.
TAAR1 antagonist – antagonists of human TAAR1; Q96RJ0; CHO RD-HGA16 TAAR1, Fluo-8 calcium fluorescence, antagonist; inhibition, % at 3 µM; actives 1.5% (n = 360,000); AID 624466;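 active = inhibition above a per-plate cutoff, the mean inhibition of test compounds on that plate plus 3 SD, cut at about 49% in these data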;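 note: 0% = DMSO plus EC80 beta-PEA response and 100% = DMSO alone without agonist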
Target sequence (Q96RJ0 whole entry, looked up): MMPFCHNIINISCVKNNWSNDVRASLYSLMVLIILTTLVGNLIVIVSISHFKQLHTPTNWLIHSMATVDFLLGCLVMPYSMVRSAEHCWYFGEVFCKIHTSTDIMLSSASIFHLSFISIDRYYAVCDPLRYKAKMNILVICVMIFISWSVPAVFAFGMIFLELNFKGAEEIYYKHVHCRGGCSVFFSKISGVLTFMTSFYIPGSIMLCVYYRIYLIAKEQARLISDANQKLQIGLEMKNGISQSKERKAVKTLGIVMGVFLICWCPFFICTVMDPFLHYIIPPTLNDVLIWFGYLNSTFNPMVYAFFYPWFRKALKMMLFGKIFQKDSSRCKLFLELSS
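Test system – hTAAR1-expressing CHO RD-HGA16 cells, Gα16-coupled · Reagent – β-PEA at EC80 concentration, post-compound challenge · Compound dosing – 3 µM, single point · Timing – 140 s kinetic read after compound, 140 s after agonist · Detection – Fluo-8 intracellular calcium dye fluorescence, real-time kinetic reads · Control set – DMSO and EC80 PEA controls · Repeats – n of 1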
CHO-K1 Ca ag – M1 agonist counterscreen hit in parental CHO-K1 cells. actives 0.48% (n = 360,000). activation, % at 3 µM. AID 602248. Fluo-8 calcium fluorescence; scaled to maximal ATP response, vehicle zero; in the data active = activation above about 15%;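 note: untransfected CHO-K1 host cells lacking M1 receptor as counterscreen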
CHO-K1 Ca PAM – counter-screen for M1 PAMs: effect in parental CHO-K1 cells; ATP EC20, Fluo-8 calcium fluorescence; 0% at ATP EC20, 100% at ATP max; activation, % at 3 µM; actives 0.02% (n = 360,000); AID 602247;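 active = activation above the run cutoff, the mean activation of all test compounds plus 3 SD, cut at about 40% in these data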;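 note: peak over basal fluorescence ratio in a 140 s read after ATP addition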
V1aR counter – counter-screen for oxytocin receptor agonists: human V1a receptor agonists. P37288. activation, % at 3 µM. AID 2797. CHO-V1R cells, Fluo-8 calcium fluorescence, agonist mode; 0% DMSO, 100% 3 nM vasopressin. actives 0.25% (n = 320,000);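 active = activation above the mean activation of all tested compounds plus 3 SD, per screening run, cut at about 20% in these data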;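 note: signal is peak over basal fluorescence ratio across a 100 second FLIPR read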
CHO-K1 Ca antag – nonselective inhibitor or artifact in parental CHO-K1 cells; inhibition, % at 3 µM; AID 602250; actives 0.6% (n = 360,000); ATP-induced calcium, Fluo-8 fluorescence;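 active = inhibition above a per-plate cutoff, the plate's mean sample inhibition plus 3 SD, cut at about 24% in these data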;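 note: 0% = DMSO plus EC80 ATP and 100% = DMSO alone without ATP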
CHO parental Ca – signal in parental CHO cells, OX1R antagonist counter-screen. parental CHO-K1, ATP-induced calcium, Fluo-8 fluorescence. inhibition, % at 5.6 µM. actives 0.63% (n = 330,000). AID 463079;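 active = inhibition above that plate's mean sample inhibition plus 3 SD, cut at about 26% in these data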;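 note: 0% = ATP-challenged DMSO wells and 100% = DMSO wells without ATP; some compounds past the cut are filed as inactive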
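Material: Parental CHO cells | Reagent: ATP | Compound dosing: Single nominal dose of 5.6 µM per compound | Detection: Intracellular calcium via Fluo-8 no-wash fluorescent dye | Read-out: % inhibition of ATP-induced calcium mobilization | Benchmarks: Low control ATP plus DMSO, high control DMSO only | Replicates: Singlicate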
OXTR ag – agonists of human oxytocin receptor; P30559; CHO-OTR cells, Fluo-8 calcium fluorescence; normalized: DMSO 0%, oxytocin 100%; activation, % at 3 µM; actives 0.32% (n = 320,000);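 active = activation above the mean of all tested compounds plus 3 SD, cutoff set per screening run, cut at about 20% in these data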;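 note: peak over basal fluorescence ratio from a 100 s FLIPR kinetic read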
Target sequence (P30559 whole entry, looked up): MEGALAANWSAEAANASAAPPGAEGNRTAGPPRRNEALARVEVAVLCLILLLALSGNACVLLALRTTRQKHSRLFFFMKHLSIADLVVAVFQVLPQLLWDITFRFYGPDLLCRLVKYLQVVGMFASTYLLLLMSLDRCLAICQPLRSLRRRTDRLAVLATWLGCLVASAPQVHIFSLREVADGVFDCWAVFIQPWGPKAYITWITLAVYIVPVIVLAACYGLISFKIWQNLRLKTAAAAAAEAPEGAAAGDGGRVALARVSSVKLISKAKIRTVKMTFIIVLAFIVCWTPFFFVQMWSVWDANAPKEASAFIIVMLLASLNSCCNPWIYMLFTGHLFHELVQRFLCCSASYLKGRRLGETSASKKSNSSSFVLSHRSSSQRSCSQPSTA
GPR7 antag – antagonists of human GPR7 (neuropeptides B/W receptor 1). GPR7-expressing cells, fluorescence antagonist assay. inhibition, % at 4.4 µM. actives 1.1% (n = 290,000). AID 1861; in the data active = inhibition above about 16%, passing the limit was not always enough;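 note: cells stimulated with the agonist NPW; 0% = agonist with vehicle and 100% = vehicle without agonist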
Target sequence (P48145 whole entry, looked up): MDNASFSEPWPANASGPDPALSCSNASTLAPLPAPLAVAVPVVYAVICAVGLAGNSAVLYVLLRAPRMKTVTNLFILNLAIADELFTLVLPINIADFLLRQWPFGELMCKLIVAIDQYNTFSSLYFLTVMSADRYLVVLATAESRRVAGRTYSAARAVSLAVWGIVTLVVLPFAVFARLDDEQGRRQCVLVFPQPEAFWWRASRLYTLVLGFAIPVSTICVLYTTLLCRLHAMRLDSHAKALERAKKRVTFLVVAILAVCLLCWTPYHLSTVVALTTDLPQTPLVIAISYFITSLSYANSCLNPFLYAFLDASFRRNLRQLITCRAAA
OXTR potentiator – potentiators of human oxytocin receptor | activation, % at 3 µM | actives 0.061% (n = 320,000) | CHO-OTR cells, Fluo-8 calcium fluorescence, potentiator mode; 0% = oxytocin EC15, 100% = EC100 | P30559 | AID 2445;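 active = activation above that plate's cutoff, the mean activation of tested compounds plus 3 SD, cut at about 6.6% in these data, passing the limit was not always enough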;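 note: 100% uses oxytocin at 75 nM as the full agonist control; some results filed as inactive read as strong as hits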
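Measured by – Fluo-8 calcium dye fluorescence · Test system – human OTR in CHO cells · Dosing – one concentration, 3.0 µM compound · Controls – EC15 oxytocin alone as 0%, 75 nM oxytocin as 100% · Evaluation – normalized max/min fluorescence ratio, % activation · Timing – 6 min pre-incubation, 100 s read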
An asterisk follows results filed as active; / = no result given.

SMILES	TAAR1 antagonist	CHO-K1 Ca ag	CHO-K1 Ca PAM	V1aR counter	CHO-K1 Ca antag	CHO parental Ca	OXTR ag	GPR7 antag	OXTR potentiator
O=C(NCCF)C1Nc2ccc(OC(F)(F)F)cc2C2C=CCC12 (stereo not drawn)	-2	-0.3	6	0.5	-7	-5	1.0	/	1
C=C(C)CSc1nnc([C@@H]2CCCN2)o1	-16	4.0	13	0.7	-6	6	0.3	-10	0
CC(=O)c1ccc(NC(=O)CC2S/C(=N/N=C3CCCCCC3)NC2=O)cc1 (stereo not drawn)	-7	1.7	-2	/	9	/	/	-16	/
COc1ccc(OCC(=O)NC(=S)Nc2ccc3c4c(cccc24)CC3)cc1	-27	22*	14	2.0	13	-17	3.0	-8	-12
CCCCCCCCN1C(=O)[C@H](CC(=O)NCCCOC)C[C@@]2(C(=O)OCC)CCCC=C12	-16	-0.6	8	/	-5	/	/	/	/
Cc1ccc(C)c(NC(=O)c2ccccc2Sc2ccc([N+](=O)[O-])cc2Cl)c1	-7	-0.5	1	0.0	9	-19	-1.8	-6	-12
Cc1cc(C)nc(/N=C(\N)Nc2ccc(F)c([N+](=O)[O-])c2)n1	71*	4.2	-3	8.2	18	12	12	-12	-18
Cn1c(=S)n(/N=C/c2ccc3c(c2)OCO3)c2ccccc21	9	0.3	-4	-0.7	4	-16	-0.4	-17	-17
CCCCNCc1cc(OCC)c(OCC)cc1Br	-9	5.3	-8	0.4	6	-14	-0.7	3	-8
CCCc1cc(=O)n2[nH]c(NCc3ccccc3F)nc2n1	-18	0.2	15	-0.1	-12	-11	-0.8	-1	-8
Cc1cn([C@H]2C[C@H](O)[C@@H](/C=C/C(=O)NCCN3CCCCC3)O2)c(=O)[nH]c1=O	-6	0.6	15	/	-8	/	/	/	/
N#Cc1ccc(OCC(=O)Nc2cccc(S(=O)(=O)NC3=NCCCCC3)c2)cc1	-6	3.8	12	1.7	-3	-17	-0.4	/	-7
COc1ccc(S(=O)(=O)N2CCC(C(=O)N3CCc4ccccc4C3)CC2)cc1OC	6	2.5	8	0.5	-4	-11	0.5	-5	-8
C/C(=N\Nc1ccc(C(=O)O)cc1)c1ccc(Cl)s1	23	12	4	34*	7	20	24*	3	-16
O=C(NCc1ccccc1)C1CCN(S(=O)(=O)c2ccc(Cl)cc2)CC1	-11	-0.3	-17	0.8	1	-6	1.2	3	-3
Cc1ccc(/C=N/NC(=S)N2CCOCC2)cc1	2	0.3	15	0.0	-6	-7	-0.5	-11	-2
CCc1ccc(/C=N/Nc2nn[nH]n2)cc1	-12	0.4	21	1.4	-16	-1	0.2	-1	-13
O=C1/C(=C/c2ccc(O)c(O)c2)SC(=S)N1Nc1ccccc1	/	11	-3	/	18	/	/	-4	/
CCOc1c(Cl)cc(/C=N/O)cc1OC	-14	-0.1	17	0.3	-11	-17	-1.5	0	-5
O=C(CNc1cc(S(=O)(=O)N2CCCC2)ccc1OCC(F)(F)F)Nc1ccc(SC(F)F)cc1	8	1.4	15	0.5	2	7	-1.5	-5	0
CCOCCCn1c(=S)[nH]c2cc(C(=O)NCCN(CC)CC)ccc2c1=O	1	0.7	22	-0.8	-11	-1	1.2	1	-4
COc1ccc(N=C2S/C(=C\c3cccs3)C(=O)N2CC(C)C)cc1	-30	-0.2	-5	0.8	10	8	0.3	-12	0
CC1(C)NC(=O)N(CCCOc2ccccc2Br)C1=O	1	0.4	0	-0.5	13	-1	0.3	-3	1
O=c1c(CO)cc(CO)cc(CO)c1O	-8	0.8	9	0.8	-12	-5	1.1	17	-1
COC(=O)C1=C(C)NC(=O)CC1c1cccc(Cl)c1Cl (stereo not drawn)	-23	-0.3	14	1.3	0	-20	0.6	5	-8

Next section:
SMILES	TAAR1 antagonist	CHO-K1 Ca ag	CHO-K1 Ca PAM	V1aR counter	CHO-K1 Ca antag	CHO parental Ca	OXTR ag	GPR7 antag	OXTR potentiator
Cc1noc(C)c1COc1ccc(C(=O)NNC(=O)c2ccccc2O)cc1	-2	0.4	15	0.4	-1	1	0.4	/	-12
CCOc1ccc2[nH]c(=O)c(CN(CCOC)C(=O)N3CCOCC3)cc2c1	7	1.1	13	-0.2	-8	0	1.0	-19	-2
O=C(CNC(=O)c1cccnc1)N/N=C/c1cc(Br)c(O)c(Br)c1	-7	0.3	3	0.5	-9	9	-0.6	-7	-14
Oc1cccc(C(O)CNCc2ccc(OCc3ccc(Cl)cc3Cl)cc2)c1 (stereo not drawn)	15	0.9	3	1.9	-4	0	5.6	-14	-4
O=C(CCc1nnc(Cc2c[nH]c3ccccc23)o1)NCCC1CCCCO1 (stereo not drawn)	-1	0.0	-10	/	-6	/	/	/	/
NC(=O)C1CCN(Cc2nc3ccccc3c(=O)[nH]2)CC1	-7	1.1	21	0.6	-10	-2	0.1	-5	4
COc1cc(C(=O)N(c2ccc(C)c(C)c2)C2C=CS(=O)(=O)C2)cc(OC)c1OC (stereo not drawn)	-24	0.3	-12	0.8	-1	-13	-0.1	-17	-20
COc1ccc(/C=C2\CCn3c2nc2ccccc2c3=O)cc1OC	/	-0.2	10	0.9	-1	-8	-0.8	-14	-9
COC(=O)c1ccc(/C=N\NC(=O)CC(=O)NCCc2ccccc2)cc1	-8	17*	2	1.4	15	-4	-0.2	-6	-2
CCOC(=O)c1sc(Nc2nc(C)cc(C)n2)nc1C	-17	1.0	18	0.4	-4	-13	-2.4	0	6
CCCc1cc(=O)oc2cc(C)cc(OCC(=O)N3CCC(C(=O)O)CC3)c12	-6	0.8	24	0.6	-3	-5	1.2	5	-5
COc1ccc(-c2nc3ccc(Cl)cn3c2Cc2cccc(Cl)c2)cc1OC	3	0.1	1	/	-16	/	/	/	/
COc1ccc(C(=O)NCC(=O)N/N=C/c2c(C)[nH]c3ccccc23)cc1OC	14	-0.3	-17	-1.9	7	-11	0.1	-2	-1
COC(=O)c1ccc(OCCOc2ccccc2)cc1	-2	1.3	12	-0.2	-11	-3	1.6	-6	-6
Cc1ccc(NC(=O)c2cc(NC(=O)C3CC=CCC3C(=O)O)ccc2N2CCOCC2)cc1Cl (stereo not drawn)	-3	-0.1	10	0.1	-3	3	0.0	-4	-2
CCSc1nnc(NC(=O)/C=C/c2ccc3c(c2)OCO3)s1	/	/	/	-0.3	/	3	0.9	-7	-4
COc1ccc(C(=O)CSc2nnc(-c3cccs3)n2-c2ccccc2)cc1	-5	0.7	15	0.2	-18	-4	-1.1	7	-5
CCCn1c(N)c(C(=O)COC(=O)CCS(=O)(=O)c2ccc(C)cc2)c(=O)[nH]c1=O	-28	0.3	1	0.6	3	-4	0.5	8	-9
COc1ccc(C2CC(O)(C(C)(C)O)NO2)cc1 (stereo not drawn)	-10	0.0	17	0.3	-20	-10	-0.6	-5	-2
Cc1ccc(CCNC(=O)c2cc(-c3ccncc3)nc3ccc(S(=O)(=O)N4CCOCC4)cc23)cc1	-7	0.0	25	-0.4	-2	-21	-0.5	-2	7
Cc1nc2ccc(C(=O)NCc3ccc4c(c3)OCO4)cc2s1	11	1.0	21	-1.0	-17	-8	-0.9	3	-3
CCC(C)C1(C2CCCC2)NC(=O)NC1=O (stereo not drawn)	-34	-0.1	-3	/	-9	/	/	/	/
CC(=O)N1CCN(S(=O)(=O)c2ccc(C)cc2)C1c1ccc(N(C)C)cc1 (stereo not drawn)	-23	0.6	3	-0.8	2	-12	-0.2	-3	-13
CN1CCN(C(CNS(=O)(=O)c2ccc(Br)cc2)c2ccc3c(c2)OCO3)CC1 (stereo not drawn)	2	4.7	7	0.8	10	-11	4.2	/	-7
COc1cc(Br)c(CC(=O)NNC(=O)c2ccc(F)cc2)cc1OC	-1	0.2	4	1.3	-6	-15	0.9	/	0

Limited to CHO-K1 Ca antag, CHO-K1 Ca ag and V1aR counter, for two of the compounds above:
structure | CHO-K1 Ca antag | CHO-K1 Ca ag | V1aR counter
COc1ccc(C(=O)CSc2nnc(-c3cccs3)n2-c2ccccc2)cc1 | -18 | 0.7 | 0.2
CCCn1c(N)c(C(=O)COC(=O)CCS(=O)(=O)c2ccc(C)cc2)c(=O)[nH]c1=O | 3 | 0.3 | 0.6

(further entries)
SMILES	TAAR1 antagonist	CHO-K1 Ca ag	CHO-K1 Ca PAM	V1aR counter	CHO-K1 Ca antag	CHO parental Ca	OXTR ag	GPR7 antag	OXTR potentiator
CCOC(=O)C1CCCN(C(=O)c2cc3cc(Br)ccc3oc2=O)C1 (stereo not drawn)	-5	0.7	19	0.4	-13	-21	-1.8	-3	-7
CN1CCN(c2ncnc3sc(-c4ccccc4)cc23)CC1	11	0.1	7	0.7	17	-17	2.5	0	1
COc1ccc(NC(=O)C2CCCN2C(=O)OCc2ccccc2)c(OC)c1 (stereo not drawn)	-2	0.4	3	0.8	-6	-23	0.4	3	8
CCn1c(O)c(N=NC(=O)CNc2cccc(C)c2)c2ccccc21	-10	1.4	31	0.3	-12	-25	-0.5	-7	-8
CCOC(=O)c1[nH]c2ccc(OC)cc2c1NC(=S)N1CCN(c2ccccc2)CC1	-6	0.8	8	-0.7	0	-2	-1.8	-5	-4
CC1CC(=O)N(CC(=O)NCc2ccccc2)c2ccccc2S1(=O)=O (stereo not drawn)	-5	0.0	-8	0.1	1	-12	-0.1	1	-4
O=[N+]([O-])c1ccccc1OCCCn1cnc2ccccc21	-1	2.6	-7	/	-15	/	/	1	/
COc1ccccc1-c1nc(-c2cccc(C)c2)no1	3	0.2	14	0.4	-6	-11	-0.2	-22	-4
Cc1cc(=O)n2c(nc3ccccc32)[nH]1	8	-0.4	1	0.6	-11	3	-0.5	2	-4
COc1cccc(N(C(=O)CCl)C(C(=O)NCCc2ccccc2)c2cccs2)c1 (stereo not drawn)	0	0.3	24	-1.2	-5	-9	-2.2	-5	7
O=C(CCCn1cnc([N+](=O)[O-])n1)Nc1cc(Cl)ccc1O	-1	0.8	21	0.0	-11	-8	0.6	-4	-6
COc1cccc(NC(=O)CN(C)C(=O)CC(C)c2ccccc2)c1 (stereo not drawn)	-17	2.0	17	1.6	-6	-17	-0.9	-3	-9
Cc1ccc(C(=O)c2ccccc2C(=O)OCC(=O)NCCc2ccc(Cl)cc2Cl)cc1	34	0.0	-6	1.7	12	-9	2.0	-7	-6
Cc1c(C(=O)NCCN2CCOCC2)oc2ccccc12	-12	0.6	4	0.4	-3	25	1.2	-7	-11
Cc1ccc(S(=O)(=O)NC2=NCN(Cc3cccnc3)CN2)cc1	13	0.3	8	0.1	-2	6	0.0	-6	0
Cc1ccc([N+](=O)[O-])cc1NC(=S)NC(=O)c1ccco1	-19	0.1	-3	-1.0	3	-3	-0.9	-6	-2
Cc1cc(C)cc(NC(=O)CN2CCC(NC(=O)c3cccc(F)c3)CC2)c1	-30	-1.1	-16	-0.3	-15	-12	-2.2	14	-9
CC1(c2ccc(F)cc2)OC(=O)c2c1ccc1ccccc21 (stereo not drawn)	21	0.3	21	/	-15	/	/	/	/

An unsorted share of the library. About 3.5% of those tested had a hit in this group.
